USP1-UAF1 inh: blocks the human USP1/UAF1 deubiquitinase complex; recombinant USP1/UAF1, Ub-Rhodamine cleavage fluorescence; actives 0.23% (n = 390,000); Potency, µM (series often up to 57.1 µM), without a hit: top-dose activity change, negative = inhibition, actives largely listed as inhibitors; AID 743255; further: potency means the concentration at half of the fitted maximal effect; on the % scale 0 is the no-effect control and ±100 the full control effect; nearly all actives have a fitted effect of over 60% in size; inactives centre near -12
Target sequence (O94782 whole entry, looked up): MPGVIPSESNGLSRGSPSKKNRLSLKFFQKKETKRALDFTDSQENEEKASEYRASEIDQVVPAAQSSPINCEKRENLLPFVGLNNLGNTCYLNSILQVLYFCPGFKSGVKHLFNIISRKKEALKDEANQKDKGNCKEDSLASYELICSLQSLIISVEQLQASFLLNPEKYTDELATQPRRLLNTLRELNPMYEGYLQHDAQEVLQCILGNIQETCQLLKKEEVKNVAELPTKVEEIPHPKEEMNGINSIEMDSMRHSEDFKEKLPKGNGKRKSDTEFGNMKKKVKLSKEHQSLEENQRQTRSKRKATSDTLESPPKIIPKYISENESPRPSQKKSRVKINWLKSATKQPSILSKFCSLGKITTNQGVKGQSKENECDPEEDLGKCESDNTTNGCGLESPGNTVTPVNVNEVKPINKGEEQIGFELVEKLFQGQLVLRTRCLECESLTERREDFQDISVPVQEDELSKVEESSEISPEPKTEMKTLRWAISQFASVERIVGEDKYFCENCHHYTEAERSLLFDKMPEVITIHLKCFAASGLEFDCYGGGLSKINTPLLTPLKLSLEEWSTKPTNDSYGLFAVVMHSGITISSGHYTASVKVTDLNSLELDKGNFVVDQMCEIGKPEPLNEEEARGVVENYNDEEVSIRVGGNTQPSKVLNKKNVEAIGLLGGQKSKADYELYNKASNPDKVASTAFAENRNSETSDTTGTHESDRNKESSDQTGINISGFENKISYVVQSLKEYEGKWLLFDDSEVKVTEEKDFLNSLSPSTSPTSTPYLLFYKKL
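High-throughput fluorogenic screen: 1nM USP1/UAF1 complex, Ub-Rho substrate 150nM final, 50mM HEPES pH 7.8 with 0.5mM EDTA, 0.1 mg/ml BSA, 1mM TCEP and 0.01% Tween-20.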
mIDH1 inhibitor: blocks human mutant IDH1 R132H enzyme. O75874. IDH1-R132H enzyme, NADPH consumption, diaphorase/resazurin fluorescence. Potency, µM (series often up to 76.6 µM), without a hit: at the top dose activity change, negative = inhibition, actives largely listed as inhibitors. actives 0.093% (n = 390,000). AID 602179; further: potency means the concentration at half of the fitted maximal effect; on the % scale 0 is the no-effect control and ±100 the full control effect; nearly all actives have a fitted effect of over 65% in size
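IDH1-R132H (0.5 ug/mL dispensed) in pH 7.5 Tris buffer was preincubated 30 min with compound, then given a substrate mix of 0.016 mM NADPH and 2 mM alpha-KG for 80 min at room temperature; remaining NADPH was read by diaphorase/resazurin fluorescence.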
TrxR1 substrate: rat thioredoxin reductase 1 substrate activity; actives 0.01% (n = 390,000); O89049; AID 588456; purified TrxR1 substrate turnover, NADPH consumption readout; Potency, µM (series often up to 114 µM), without a hit: top-dose activity change, negative = substrate turnover; further: potency means the concentration at half of the fitted maximal effect; on the % scale 0 is the no-effect control and ±100 the full control effect; nearly all actives have a fitted effect of over 50% in size
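Rat TrxR1, dispensed at 90 nM, was prereduced with 400 uM NADPH (final) for 5 min at ~22 deg C, then incubated with compound 15 min before 400 uM selenite. A first-read NADPH fluorescence drop versus no-compound background flagged substrates.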
TrxR1 inh: rat TrxR1 inhibition | Potency, µM (titrated, usually from 114 µM), for inactives: top-dose activity change, negative = inhibition, most hits filed as inhibitors | recombinant rTrxR1, NADPH fluorescence consumption, selenite substrate | actives 1% (n = 390,000); further: potency means the concentration at half of the fitted maximal effect; on the % scale 0 is the no-effect control and ±100 the full control effect; nearly all actives have a fitted effect of over 65% in size
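Rat TrxR1 (90 nM in the dispensed reagent) was pre-reduced with 400 uM NADPH for 5 min at room temperature, then incubated with compound for 15 min. After 400 uM selenite was added, NADPH fluorescence (Ex 340/Em 450 nm) was followed for 8 min.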
D2 antagonist: antagonizes the human D2 dopamine receptor; actives 2% (n = 340,000); P14416; inhibition, % at 10 µM; HEK293 TREx D2 cells, calcium flux, dopamine EC80; AID 485344; in the data active means inhibition above about 30%; further: 0% is about no effect
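Antagonism is scored as inhibition of an EC80 dopamine-evoked calcium signal in a force-coupled, tetracycline-inducible HEK293 T-REx D2 line, with compound present 180 s before agonist.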
PI4K2A inh: blocks human PI4K2A kinase activity; Q9BTU6; purified PI4K2A, ADP-Glo luminescence, 1 h; hits give low values; activity change, negative = inhibition, % at 76.9 µM; actives 0.13% (n = 420,000); AID 1346378; in the data active means activity change below about -50%; inconclusive means mostly about -30% to -49%;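 further: -100% = wells without enzyme as full effect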
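Compounds are screened against recombinant PI4K2A using PI as substrate and ATP, the latter dispensed at 300 microM. Reactions run one hour at ambient temperature before ADP-Glo detection; full inhibition defined by wells lacking enzyme.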
TRHR agonist: activates the human TRH receptor; actives 0.18% (n = 360,000); activation, % at 2 µM; TRHR cells, calcium flux fluo-8, FDSS agonist mode; P34981; in the data active means activation above about 30%; further: 0% is about no effect
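TRHR-expressing cells, plated overnight in medium with 10% serum, were loaded with fluo-8 calcium dye at room temperature. After a 10 s baseline, library compound was pin-added and calcium release was recorded kinetically (ex 480/em 530) as agonist response.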
TRHR enhancer: allosterically enhances the human TRH receptor | P34981 | TRHR cells, fluo-8 calcium fluorescence, EC20 TRH enhancement | enhancement, % at 2 µM | actives 0.66% (n = 360,000); in the data active means enhancement above about 30%; further: 0% is about no effect
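TRHR-expressing cells loaded with fluo-8 calcium dye were read kinetically (ex 480/em 530) during compound addition, then stimulated with an EC20 of TRH (10 nM final). Enhancement of the Gq-mediated intracellular calcium response was scored.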
D2 agonist: D2 dopamine receptor (human) agonism; actives 0.53% (n = 340,000); HEK293 T-REx D2 cells, calcium flux agonist mode; AID 485358; activation, % at 2 µM; P14416;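 active means activation over 3 SD above normal in the single-dose calcium agonist read, cut at about 30% in these data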; further: 0% is about no effect
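In this primary screen, compounds producing a positive calcium signal within 180 s of addition to tetracycline-induced, force-coupled HEK293 Trex D2 cells are flagged; cells are dye-loaded with a no-wash calcium kit beforehand.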
* hit, by the source's call; ? = inconclusive; . = no result given; [ ] = remark or other dose. Unless noted, the call rests on the fitted dose curve; in most records, active means well fitted inhibition curve with a large enough effect; inconclusive means small, poorly fitted or top-dose-only effect; inactive means no such curve, though single readings can be large or run the other way.

SMILES	USP1-UAF1 inh	mIDH1 inhibitor	TrxR1 substrate	TrxR1 inh	D2 antagonist	PI4K2A inh	TRHR agonist	TRHR enhancer	D2 agonist
Brc1ccc(N=C/C=C/C=C/Nc2ccc(Br)cc2)cc1	-3%	3%	18%	14%	9	-1	0.0	4	0.1
CCOCCCNC(=O)C(c1ccccc1)N(Cc1cccs1)C(=O)c1ccc(NC(C)=O)cc1 (stereo unspecified)	-1%	13%	6%[2.29 µM]	-1%	.	-16	-0.6	0	-1.1
COc1cccc(N=Nc2ccc3ccccc3c2O)c1	-13%	17%	-3%	25%[2.29 µM]	-10	-4	0.6	0	-1.1
COc1cccc(CN2CCN(C(=S)NCc3ccc(Cl)cc3)CC2)c1	-6%	8%	-7%	-2%	-5	8	0.7	-1	1.5
Cc1cc(C)c2c(c1)/C(=c1/sc3n(c1=O)CN(c1ccccc1)CN=3)C(=O)N2	-10%	0%	13%[57.1 µM]	15%[57.1 µM]	-6	-1	0.3	-3	0.2
CC1Sc2ccc(Cl)cc2-c2nc(N)ncc21 (stereo unspecified)	5%	4%	11%[57.1 µM]	10%[57.1 µM]	-10	-4	-0.8	0	-1.6
Cc1cc(C)c(S(=O)(=O)n2ccc(-c3ccc(OCCN(C)c4ccccn4)cc3)n2)c(C)c1	-17%	-6%	8%[57.1 µM]	13%[57.1 µM]	-5	-4	1.3	-5	1.1
COc1ccc(C2CC(c3c(O)cc(C)oc3=O)=NCCS2)c(OC)c1 (stereo unspecified)	-20%	4%	-11%	0%	-5	-30	4.3	5	0.3
CCn1c(C)nc2c(=O)oc3ccccc3c21	-14%	10%	4%	5%	4	-1	-0.5	-4	-0.3
CCOc1ccc(N(CC(=O)NC(C)C)C(=O)CCC(=O)Nc2ccccn2)cc1	-20%	2%	11%	45%	-19	-3	0.2	-7	0.3
C=CCOC(=O)CCC(=O)Nc1cc(OC)nc(OC)n1	6%	5%	5%	13%	10	3	-0.6	6	-3.5
CN1C(=S)SC(C)(C)C1(C)NO (stereo unspecified)	-20%	5%	2%	-10%	25	7	2.4	1	1.5
COc1ccc(C(=O)Nc2cccc(/C=C/c3nc4ccccc4c(=O)[nH]3)c2)cc1	-9%	-2%	105%[activator]	67%[activator]	0	6	-0.3	7	1.0
N#CC(c1ccccc1)C1CCN(Cc2ccccc2)CC1 (stereo unspecified)	-9%	3%	-3%	-5%	3	-2	-1.2	3	-0.8
COc1ccc(NC(=O)COC(=O)CCCOc2ccc(Cl)cc2Cl)cc1	-23%	4%	6%	18%	40*	-8	0.2	-5	0.4
COc1ccc2c(c1[N+](=O)[O-])CCC/C2=N/OC(=O)c1cccc2ccccc12	-27%	1%	7%[57.1 µM]	6%[57.1 µM]	-34	-1	0.4	-10	0.9
CCN1CCN(CCCNC(=O)c2cc3c(=O)oc4ccc(C)cc4c3s2)CC1	-23%	2%	6%	-11%	11	0	0.0	5	0.0
O=C(O)c1ccc(N2N=C(c3ccccc3)CC2c2ccccc2)cc1 (stereo unspecified)	-12%	-10%	417%[activator]	85%[activator]	-7	-8	-0.7	2	1.2
O=C(CSc1nnc(NC(=O)c2ccccc2)s1)NCc1ccco1	-7%	-2%	-4%	7%	-4	-3	-0.1	2	0.1
COc1ccc(C(=O)NC(=S)N2CCCCC2c2cccnc2)cc1OC (stereo unspecified)	-23%	-4%	-4%	?	.	4	-0.3	-3	.
O=C(CNC(=O)c1ccccc1Cl)OCc1cc(=O)n2ccsc2n1	-19%	0%	5%[57.1 µM]	7%[57.1 µM]	.	2	0.2	-5	-0.6
CN(C)CCN(Cc1ccccc1)S(=O)(=O)c1ccc2c(c1)n(C)c(=O)c(=O)n2C	3%	-2%	-6%[0.0914 µM]	1%	3	5	-0.1	1	0.6
COc1ccc(OCCOC(=O)CCS(=O)(=O)c2ccc(C)cc2)cc1	-14%	4%	-6%	-4%	0	0	-0.2	-2	0.7
CC(=O)c1ccc(C(=O)N2CCc3c([nH]c4ccccc34)C2c2ccccn2)s1 (stereo unspecified)	-15%	3%	-4%	?	-41	-1	-1.4	-2	-1.2
Cc1ccc(SC(C)C(=O)NC(N)=O)c(C)c1 (stereo unspecified)	-19%	1%	1%	30%	1	-2	-1.0	0	1.9

Printed as active in D2 antagonist, of those listed so far:
structure | USP1-UAF1 inh | mIDH1 inhibitor | TrxR1 substrate | TrxR1 inh | D2 antagonist | PI4K2A inh | TRHR agonist | TRHR enhancer
COc1ccc(NC(=O)COC(=O)CCCOc2ccc(Cl)cc2Cl)cc1 | -23% | 4% | 6% | 18% | 40* | -8 | 0.2 | -5

New compounds follow.
SMILES	USP1-UAF1 inh	mIDH1 inhibitor	TrxR1 substrate	TrxR1 inh	D2 antagonist	PI4K2A inh	TRHR agonist	TRHR enhancer	D2 agonist
CC(=O)N(C)c1ccc(N=NC2C(=O)N(C(N)=S)N=C2C)cc1 (stereo unspecified)	-16%	-7%	-20%	-8%	-7	5	1.1	-11	30
Cc1c(Cl)c([N+](=O)[O-])nn1CC(=O)N1CCN(C23CC4CC(CC(C4)C2)C3)CC1	-14%	7%	16%	15%	3	-7	0.3	2	1.4
CCOC(=O)N1CCN(C2CC(=O)N(c3ccc(Cl)c(Cl)c3)C2=O)CC1 (stereo unspecified)	-7%	2%	-10%	2%[57.1 µM]	.	-3	-2.1	-1	.
COc1ccc(CN(C)C(=O)Cn2cnc3c(NCc4ccccc4)ncnc32)cc1OC	-5%	5%	-5%	0%	.	4	.	.	.
Cc1cccc(C)c1NC(=O)C1CCCN1C(=O)NCc1ccccc1 (stereo unspecified)	-16%	1%	5%[57.1 µM]	18%[57.1 µM]	4	-20	0.4	-2	-0.1
COc1ccccc1-n1cnc2cc(NS(=O)(=O)c3ccc(Br)cc3)ccc21	-22%	-1%	9%	30%	11	-2	0.0	-25	0.8
CCOC(=O)C1=NN(c2ccc(Cl)cc2)C(c2ccccc2)CC1=O (stereo unspecified)	-16%	1%	-4%	-1%	7	11	0.3	1	-0.3
Cc1ccccc1C(N)=O	-21%	-6%	3%	18%	.	1	.	.	.
Cc1ccc(Nc2nc(-c3sc(NC(=O)c4ccccc4)nc3C)cs2)cc1	-25%	?	8%[57.1 µM]	31%[57.1 µM]	-8	?	0.5	1	-0.2
Cn1cccc1Cc1nnc(SCC(=O)NCCc2ccccc2)n1C	-6%	-5%	9%	23%	-4	-1	-0.1	0	0.8
CCCCOc1ccc(CNC(=O)NS(=O)(=O)c2ccc(OCC(C)C)cc2)cc1	-21%	-5%	8%	14%	3	-8	0.0	11	-2.7
CC(C)(C)n1nc2c(c1NC(=O)Cc1cccc3ccccc13)CS(=O)(=O)C2	-14%	6%	-15%[57.1 µM]	27%[57.1 µM]	4	2	0.5	-5	1.6
CCOc1ccc2ncc(S(=O)(=O)c3ccccc3)c(N3CCC4(CC3)OCCO4)c2c1	.	.	.	.	-12	.	0.1	5	-0.1
NC(=O)C1CCN(C(=O)CSc2nc3ccccc3o2)CC1	-15%	3%	-1%[57.1 µM]	-4%	-4	-10	0.1	-9	1.9
Cc1cc(C)c2c(CC(=O)N3CCCC3)coc2c1	-15%	7%	0%	22%	.	2	-1.3	-4	.
CCN1C(=O)/C(=C\C(=O)c2cccs2)c2cc(Br)ccc21	-9%	-3%	-5%	18µM*	-11	1	0.9	-2	2.8
CC(C)NC(=O)C(=O)NCCc1ccc(Cl)cc1	-8%	3%	9%[57.1 µM]	21%[57.1 µM]	-8	3	-0.3	2	-0.3
COc1ccc(-c2nnc(Nc3ccc(OC)c(C(N)=O)c3)c3ccccc23)cc1	?	3%	0%	7%	.	2	-1.7	-2	.
COc1ccc(CC(=O)N/N=C(/C)c2ccco2)cc1	-18%	-4%	-1%	0%	-8	4	-0.3	1	-0.2
CCS(=O)(=O)N1CCN(C(=O)c2cccnc2)CC1	-12%	0%	8%	12%	-31	1	1.0	3	0.3
COCCNC(=O)C(NC(=O)C1CCCCC1)C(C)C (stereo unspecified)	-19%	5%	8%	12%	-11	6	0.2	-4	-0.3
Cc1nn(C(C)C(=O)N2CCCC2)c(=O)c2nn(-c3ccccc3)c(C)c12 (stereo unspecified)	-11%	0%	1%	19%	6	1	0.7	-5	0.4
CC(C)(C)CC(C)(C)NC(=O)CSCC(=O)Nc1ccc2ccccc2c1	?	8%	-7%	12%	-2	-1	2.0	6	0.2
CS(=O)(=O)N1CCC(C(=O)N2CCN(Cc3ccccc3)CC2)CC1	-5%	13%	6%[57.1 µM]	-4%[57.1 µM]	-6	-6	0.4	1	-0.2
CCN1CCN(CCCNC(=O)c2ccc(NC(=O)C3=C(C)OCCS3)cc2)CC1	-7%	6%	-6%	-4%	-5	-2	0.5	-8	-1.5
Cn1cccc1Cc1nnc(SCC(=O)NCc2ccc(F)cc2)n1-c1ccc(F)cc1	-8%	6%	6%[57.1 µM]	9%[57.1 µM]	-3	1	-0.4	-9	0.3
O=C(NCCc1c[nH]c2ccccc12)[C@@H]1C[C@H]1[C@@H](NP(=O)(c1ccccc1)c1ccccc1)c1ccccc1	.	.	.	.	-6	.	-0.8	5	-1.6
Cc1ccc(C(=O)Nc2ccc3oc(-c4ccncc4)nc3c2)c(Cl)c1	-19%	-11%	21%	0%	.	-1	-0.7	-4	-1.4

Four compounds already listed, ordered by their value in TrxR1 inh, smallest number first.
smiles	TrxR1 inh
COc1ccc(-c2nnc(Nc3ccc(OC)c(C(N)=O)c3)c3ccccc23)cc1	7%
COCCNC(=O)C(NC(=O)C1CCCCC1)C(C)C (stereo unspecified)	12%
Cc1c(Cl)c([N+](=O)[O-])nn1CC(=O)N1CCN(C23CC4CC(CC(C4)C2)C3)CC1	15%
COc1ccccc1-n1cnc2cc(NS(=O)(=O)c3ccc(Br)cc3)ccc21	30%

Compound activity from PubChem BioAssay.

Random draw from the library; 3.9% or so of the library scored in one or more.
